Compound activity: PubChem, National Center for Advancing Translational Sciences (NCATS)
PLK1 PBD block: blocks phosphopeptide binding to human PLK1 polo-box domain; 2.8% of 360,000 active; P53350; Plk1 PBD binding of FITC phosphopeptide, fluorescence polarization; AID 720504; Potency, µM, for the others: max response, negative = inhibition, most hits filed as inhibitors; note: potency is the fitted concentration of half-maximal effect; series mostly up to about 57 µM; % is set by controls: 0 for no effect and ±100 for the full control effect; nearly all actives have a fitted effect of over 65% in size
EPAC1 ag: agonists of human EPAC1 | AID 720707 | Potency, µM (series often up to 154 µM), for inactives: at the top dose activation, hits mostly activators | 0.073% of 360,000 active | EPAC1 agonist qHTS, biochemical assay; response scale: 100% = response to 6.5 mM cAMP; note: potency is the fitted concentration of half-maximal effect; nearly all actives have a fitted effect of over 60% in size
Target sequence (O95398 whole entry, looked up): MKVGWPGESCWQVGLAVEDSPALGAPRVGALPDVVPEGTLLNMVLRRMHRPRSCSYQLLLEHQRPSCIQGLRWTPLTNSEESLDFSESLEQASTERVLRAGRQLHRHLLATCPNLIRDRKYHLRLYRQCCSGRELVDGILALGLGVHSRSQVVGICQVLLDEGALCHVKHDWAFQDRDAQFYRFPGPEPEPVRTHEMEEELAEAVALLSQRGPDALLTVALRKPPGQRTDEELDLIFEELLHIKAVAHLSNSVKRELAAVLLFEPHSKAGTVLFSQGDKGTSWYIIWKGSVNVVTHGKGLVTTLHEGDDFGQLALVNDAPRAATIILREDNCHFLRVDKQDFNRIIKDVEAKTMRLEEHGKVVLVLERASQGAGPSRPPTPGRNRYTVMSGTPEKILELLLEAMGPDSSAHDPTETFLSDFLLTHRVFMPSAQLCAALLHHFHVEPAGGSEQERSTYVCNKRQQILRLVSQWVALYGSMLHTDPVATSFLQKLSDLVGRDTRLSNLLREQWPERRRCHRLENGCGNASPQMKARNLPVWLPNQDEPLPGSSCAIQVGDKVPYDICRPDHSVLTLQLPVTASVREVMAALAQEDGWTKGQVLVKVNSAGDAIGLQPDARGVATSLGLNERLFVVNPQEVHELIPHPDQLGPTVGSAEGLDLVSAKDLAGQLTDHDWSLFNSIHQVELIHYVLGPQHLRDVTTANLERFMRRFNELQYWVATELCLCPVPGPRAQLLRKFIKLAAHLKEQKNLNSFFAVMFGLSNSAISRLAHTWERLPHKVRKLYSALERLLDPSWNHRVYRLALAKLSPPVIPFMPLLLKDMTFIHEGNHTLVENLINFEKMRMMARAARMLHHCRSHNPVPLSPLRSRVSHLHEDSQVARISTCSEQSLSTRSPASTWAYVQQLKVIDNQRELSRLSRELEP
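Normalized to 6.5 mM cAMP, activity reflects EPAC1-catalysed release of BODIPY-GDP from Rap1B, followed kinetically over 30 min at 480 nm excitation, 540 nm emission. Reaction contained 100 nM EPAC1, 250 nM Rap1B-BODIPY-GDP, 50 uM GDP.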
PI5P4Ka inh: blocks human PI5P4K alpha kinase activity; P48426; PI5P4Kalpha enzyme, ADP-Glo luminescence, 60 min; hits give low values; max response, %; 1.2% of 330,000 active; AID 652105; active = max response of -50% or lower; inconclusive = between -30% and -50%; inactive = -30% or higher; note: value at the top dose of about 77 µM; % is set by controls: 0 for no effect and ±100 for the full control effect
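Luminescence from ADP-Glo served as readout of PI5P4Kalpha activity in a qHTS format. Reaction: enzyme, substrate, compound, ATP at 5 microM final, 60 min at RT.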
Mm-Cpn inhibitor: blocks the Methanococcus maripaludis chaperonin Mm-Cpn; purified Mm-Cpn ATPase, ADP Transcreener TR-FRET; Potency, µM (highest dose often 76.9 µM), without a hit: at the highest dose activity, negative = inhibition, most hits filed as inhibitors; 0.031% of 330,000 active; AID 504842; note: potency is the fitted concentration of half-maximal effect; % is set by controls: 0 for no effect and ±100 for the full control effect; nearly all actives have a fitted effect of over 80% in size
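ATPase read-out: TR-FRET ADP immunoassay (anti-ADP Eu cryptate vs ADP-d2), ex 320 nm, em 590/665 nm; signal drops as ADP forms. Enzyme 25 nM, ATP 10 uM, 30 min at 37°C after 10 min compound preincubation.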
CCT modulator: changes cytosolic chaperonin activity | purified chaperonin ATPase assay, HTRF ADP detection, 30 min | activity change, % (no concentration beside the values), hits read low | 0.3% of 360,000 active; in the data active = activity change below about -30%; note: % is set by controls: 0 for no effect and ±100 for the full control effect
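Nucleotide hydrolysis assay: TRiC at 20–40 nM final (set by batch activity) with 10 uM ATP, 30 min at 37 °C, in presence of 76 uM compound. Detection by competitive ADP HTRF, 30 min ambient.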
EPAC1 antagonist: blocks human EPAC1 exchange factor | O95398 | EPAC1 GEF assay, Rap1b-BODIPY-GDP exchange fluorescence | Potency, µM (titrated, usually from 115 µM), inactives show top-dose activity change, negative = inhibition, actives largely listed as inhibitors | 0.14% of 360,000 active | AID 720709;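 note: potency is the fitted concentration of half-maximal effect; plate controls were vehicle for no effect and positive control for full effect; nearly all actives have a fitted effect of over 50% in size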
EPAC2 antagonist: EPAC2 (human) antagonism. Q8WZA2. EPAC2 GEF exchange of Rap1B-BODIPY-GDP, fluorescence. Potency, µM (highest dose often 114 µM), inactives show top-dose activity, negative = inhibition, actives largely listed as inhibitors. 0.18% of 360,000 active. AID 720708; note: potency is the fitted concentration of half-maximal effect; % is set by controls: 0 for no effect and ±100 for the full control effect; nearly all actives have a fitted effect of over 45% in size; many of its hits are not listed in these tables
WRN helicase inh: blocks human WRN helicase; AID 651768; Q14191; WRN helicase unwinding, fluorescent forked duplex, kinetic; Potency, µM (doses to about 114 µM), for inactives: top-dose activity change, negative = inhibition, most hits filed as inhibitors; 0.46% of 360,000 active; note: potency is the fitted concentration of half-maximal effect; % is set by controls: 0 for no effect and ±100 for the full control effect; nearly all actives have a fitted effect of over 55% in size
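WRN at 20 nM final preincubated with compound 15 min at room temperature; reaction started with 100 nM fluorophore/quencher forked duplex oligonucleotide and 2 mM ATP final. Unwinding followed kinetically by red fluorescence (ex 525, em 598 nm).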
An asterisk follows results filed as active; ? = inconclusive; / = not tested or not shown; [ ] = another dose, or the depositor's remark. Unless noted, calls come from the whole dose curve; as a rule, active = well fitted curve in the direction sought with a large enough effect; inconclusive = small, poorly fitted or top-dose-only effect, or another doubt; inactive = no such curve, though single readings can be large; an effect the other way counts as inactive or inconclusive. An excerpt; the hit share may differ from the screen's.

A first look (3 entries):
SMILES | PLK1 PBD block | EPAC1 ag | PI5P4Ka inh | Mm-Cpn inhibitor | CCT modulator | EPAC1 antagonist | EPAC2 antagonist | WRN helicase inh
CCC(C)N(CCNC(=O)CC1Oc2ccc(C)cc2NC1=O)C1CCCCC1 (stereo not drawn) | -27% | 9% | 4 | -4% | -5.1 | -8% | -4% | 2%
Cc1ccc(NC(=O)NNC(=O)c2ccc3c(c2)NC(=O)C(C)(C)O3)cc1 | 3% | -14% | 2 | 1% | 0.8 | -15% | -16% | 3%
CCNC(=O)C1(C)CCCN1C(=O)c1ccc(F)c(Cl)c1 (stereo not drawn) | -1% | -14% | -5 | / | 1.6 | 8% | 2% | 3%

Main list (from the top)
SMILES | PLK1 PBD block | EPAC1 ag | PI5P4Ka inh | Mm-Cpn inhibitor | CCT modulator | EPAC1 antagonist | EPAC2 antagonist | WRN helicase inh
CCC(C)N(CCNC(=O)CC1Oc2ccc(C)cc2NC1=O)C1CCCCC1 (stereo not drawn) | -27% | 9% | 4 | -4% | -5.1 | -8% | -4% | 2%
Cc1ccc(NC(=O)NNC(=O)c2ccc3c(c2)NC(=O)C(C)(C)O3)cc1 | 3% | -14% | 2 | 1% | 0.8 | -15% | -16% | 3%
CCNC(=O)C1(C)CCCN1C(=O)c1ccc(F)c(Cl)c1 (stereo not drawn) | -1% | -14% | -5 | / | 1.6 | 8% | 2% | 3%
O=C(Cc1cccs1)Nc1ccc(-c2nnc(-c3ccco3)o2)cc1 | -18% | -16% | -2 | -9% | 0.5 | -5% | -10% | -3%
CCOc1cc(/C=N/Nc2nn3cnnc3c3ccccc23)ccc1O | -20% | 6% | -3 | -10% | 0.5 | -20% | 1% | -12%[11.6 µM]
Cc1nnsc1C(=O)NC(C)C12CC3CC(CC(C3)C1)C2 (stereo not drawn) | -6% | 8% | / | 2% | 1.1 | 0% | 6% | -6%
O=C(NNC(=O)c1ccccc1Cl)c1cccnc1 | 2% | 0% | -4 | -4% | 1.9 | -7% | -3% | 1%
N/C(=N/OC(=O)c1ccc(Cl)cc1)c1ncc([N+](=O)[O-])s1 | -1% | -10% | 1 | -1% | 1.8 | 5% | 12% | 13%
Cc1csc(=O)n1CC(=O)OCC(=O)NNC(=O)c1ccc([N+](=O)[O-])cc1 | -4% | 8% | 6 | 1% | -5.2 | 7% | 4% | -10%
CN(CCO)c1ccc2c(c1)OC[C@H](Cc1ccccc1)NS2(=O)=O | -2% | 2% | 1 | / | 0.4 | 7% | 8% | 4%
C[C@@H]1C[C@H](O)c2cc(Cl)ccc2N1 | -11% | -2% | 1 | -1% | 0.5 | 13% | 4%[57.1 µM] | -3%
CSc1nc(-c2ccc(C)cc2)nc(C(Cl)Cl)n1 | -2% | -3% | / | 0% | 1.1 | 19% | 7% | 4%
CN(C)Cc1c(C(=O)N/N=C/c2ccco2)nnn1-c1nonc1N | -6% | 9% | -2 | -1% | -3.0 | 3% | 3% | -6%
Cc1ccc(NCc2nnc3n2CCCCC3)c(C)c1 | -18% | -2% | 3 | -15% | -0.8 | -4% | -16% | -7%
O=C(/C=C/c1ccccc1)N1c2ccccc2Sc2ccc(C(F)(F)F)cc21 | -19% | 4% | 13 | 0% | -0.3 | -30% | 9% | -1%
CCc1ccc(N2CC(C(=O)Nc3cc(C)on3)CC2=O)cc1 (stereo not drawn) | -8% | 0% | 5 | -1% | -2.2 | -7% | 3% | 19%
COC(=O)C1=C(CN2CCc3ccccc32)NC(=O)NC1c1cc(C)ccc1C (stereo not drawn) | -13% | -2% | 3 | -8% | -3.3 | -9% | 0% | -3%
Cc1cc(NC(=O)C(C)Oc2ccc(C(C)(C)C)cc2)no1 (stereo not drawn) | 1% | -14% | 0 | 2% | -3.8 | -15% | -8% | 5%
CCOC(=O)C1=CN(Cc2cccc(F)c2)S(=O)(=O)N(CC)C1c1ccc2ccccc2c1 (stereo not drawn) | -9% | -12% | 4 | 2% | -0.4 | ? | -19% | -3%
COc1ccccc1C(=O)NCC(=O)OCc1nnc(-c2ccccc2)o1 | -12% | 10% | -13 | / | 1.5 | 3% | 15% | 6%
CC(NC(=O)c1ccccc1Cl)C1CC2CCC1C2 (stereo not drawn) | -3% | 4% | -3 | 0% | -1.4 | -22% | -7% | -15%
CCOC(=O)C1=C(O)C(=O)N(Cc2ccc(C(C)(C)C)cc2)CC1 | -16% | -13% | 1 | -1% | 1.0 | 8% | 0% | 7%
Cc1ccc2nsnc2c1NC(=O)CCl | -18% | 10% | -7 | 1% | -1.4 | 9% | 2% | 8%
NCC(=O)NNC(=O)OCC1c2ccccc2-c2ccccc21 | -3% | 6% | 9 | 0% | -0.6 | 3% | 0% | 5%
Cc1nn(-c2ccccc2)c2c1C(c1c(C)[nH]c(C#N)c1C)C(C#N)=C(N)O2 (stereo not drawn) | -10% | 0% | -4 | -13% | -1.6 | 9% | 3% | -14%
Cc1ccc2nc3c(cc2c1)c(NC(=O)c1ccccn1)nn3CC(C)C | 0% | -1% | 2 | -9% | -1.1 | 5% | 2% | 4%
CCOc1ccc(C(=O)NC(=S)Nc2cc(C)ccn2)cc1[N+](=O)[O-] | 1% | 5% | -4 | 2% | -3.1 | -14% | 1% | 0%
CC1CCN(C(=O)CSc2nc(N)cc(N)n2)CC1 | 1% | -1% | / | -1% | -1.2 | -4% | 18% | 2%
CCOC(=O)CCc1c(C)c2ccc(OC3CCCCC3=O)c(C)c2oc1=O (stereo not drawn) | -9% | -3% | -15 | -1% | -5.1 | -21% | 4% | 2%
CCn1nc(C)c(CNC(=O)CCc2nnc(Cc3c[nH]c4ccccc34)o2)c1C | -4% | -5% | 3 | 3% | 0.8 | 3% | 26% | 10%
COC(=O)C(C)Oc1ccc2c(c1)O/C(=C\c1cccc(Br)c1)C2=O (stereo not drawn) | -20% | 10% | 1 | -1% | -0.8 | -5% | -7% | -4%
COc1ccccc1NS(=O)(=O)c1cccc(C(=O)NCc2ccncc2)c1 | 1% | -5% | 7 | -2% | 0.1 | 6% | 0% | -2%
O=C(CSCc1ccccc1)NNC(=S)Nc1cccc(Cl)c1Cl | ? | -9% | -7 | -1% | -1.4 | 8% | 3% | -2%
CCN(CCCC(=O)c1ccc(F)cc1)CCc1ccccc1 | -3% | -4% | 10 | 0% | 0.3 | -6% | 16% | -5%
O=C1c2ccccc2C(=O)N1OCCOCCOCCON1C(=O)c2ccccc2C1=O | -1% | 1% | -4 | 0% | 0.3 | 4% | 0% | -5%
CCOc1ccccc1N(CC(=O)NC1CCCCC1)S(=O)(=O)c1ccc(C)cc1 | 5% | 0% | 5 | 0% | 1.1 | 2% | -27% | -1%
CN(Cc1ccccc1)C(=O)c1csc([C@@H]2O[C@H](CO)[C@@H](O)[C@H]2O)n1 | -7% | 15% | -3 | / | 3.3 | -8% | -4% | -3%
CC(C)C[C@H](NC(=O)[C@@H]1Cc2ccccc2CN1C(=O)OC(C)(C)C)C(=O)NCC1CCC(C(=O)O)CC1 (stereo partly drawn) | -8% | -9% | 5 | -3%[15.4 µM] | 1.1 | -5% | 3% | -20%
CC(=O)NCC1CCCN(Cc2cn(-c3ccccc3F)nc2-c2cc(C)sc2C)C1 (stereo not drawn) | -1% | 6% | 1 | -1% | -0.6 | -11% | 0% | -11%
O=C(Nc1ccccc1)c1nccn1Cc1ccc(F)cc1 | -8% | 7% | 4 | 0% | -2.9 | -12% | -5% | 3%
Cc1oc(=O)c(NC(=O)c2ccc(Cl)cc2)cc1C(=O)c1ccccc1 | -13% | 12% | -19 | -8% | 0.1 | -3% | -4% | ?
CCn1nc(C(=O)Nc2ccc(Cl)c(S(=O)(=O)N3CCOCC3)c2)c2ccccc2c1=O | -5% | 5% | 12 | -2% | 2.1 | -12% | -3% | -13%
NC(Cc1c[nH]c2ccccc12)C(=O)NCc1ccccc1 (stereo not drawn) | 2% | 2% | 3 | 1% | 0.8 | 13% | 11% | 10%
O=C(Cn1c(=O)oc2ccccc21)N1CCN(c2ccccc2)CC1 | -1% | -1% | -3 | -16% | -1.2 | -23% | -7% | -2%
Cc1ccc(-c2c(C(=O)N/N=C/c3sccc3C)nnn2-c2nonc2N)cc1 | -2% | 0% | -2 | -2% | -2.6 | -11% | -8% | -4%
CC(=O)Nc1ccc(NC(=O)CNS(=O)(=O)c2ccc(C)cc2)cc1 | -2% | -1% | / | 2% | -0.7 | 12% | -1% | 16%
Cc1ccc(S(=O)(=O)n2cnc3ccccc32)c(C)c1 | -30% | -3% | 4 | 0% | -5.8 | -5% | -5% | -1%
O=c1[nH]c(N2CCN(Cc3ccc4c(c3)OCO4)CC2)nc2c1CCCC2 | -8% | 20% | 4 | 0% | 1.1 | 2% | -10% | 12%
O=C(C1COc2ccccc2O1)N1CCN(c2nc3c(F)cc(F)cc3s2)CC1 (stereo not drawn) | -2% | ? | 3 | 0% | 2.0 | -17% | -13% | -2%
CCN1Cc2cc(OC)ccc2-c2ccccc2S1(=O)=O | -3% | -14% | 2 | 3% | -12 | -22% | -18% | -1%
CCN(CC)c1ccc(C(=O)Nn2cnc3ccccc3c2=O)cc1 | -9% | 3% | 0 | -1% | -0.1 | 1% | -5% | 0%
CCNC(=O)CCSc1nnc(-c2ccco2)o1 | 1% | -6% | 9 | 0% | -0.5 | 27% | -1% | -16%[57.1 µM]
COc1cccc(N2CCN(c3ccc4nnc(CCC(=O)Nc5ccc(F)cc5F)n4n3)CC2)c1 | -9% | 9% | 2 | 1% | -4.1 | -6% | -15% | -2%
COc1ccc(CC(N)c2csc(Nc3cc(NCc4ccco4)ncn3)n2)cc1 (stereo not drawn) | -9% | 3% | -10 | / | 0.2 | -8% | -8% | -4%
COc1ccccc1-c1noc(-c2cc(OC)c(OC)c(OC)c2)n1 | 8.4µM* | -13% | -25 | 0% | -2.2 | -15% | -3% | 1%
O=C(CSc1nnc(-c2ccncc2)n1CC1CCCO1)NCc1ccccc1 (stereo not drawn) | -2% | 8% | 6 | -2% | -0.4 | -20% | -6% | -18%
CN(C)c1nc2n(c(=O)n1)C(C#N)CS2 (stereo not drawn) | -8% | 7% | / | 1% | 0.4 | -1% | -1% | -5%
CC(C)c1ccc(S(=O)(=O)N2CCN(C(=O)CN3C(=O)NC(C)(c4ccccc4)C3=O)CC2)cc1 (stereo not drawn) | 0% | 3% | -4 | 2% | -0.1 | -10% | 3% | -9%
NC(N)=Nc1nc(-c2ccccc2)c2cc(Cl)ccc2n1 | -20% | 3% | -3 | -3% | 0.2 | -4% | -8% | 40%[activator]
